# Source: PubChem BioAssay (National Center for Advancing Translational Sciences (NCATS))
# Pin1 inhibitor: blocks the human prolyl isomerase Pin1; Pin1 FP peptide displacement, HiFluor488, 10 min; Potency, µM (doses to about 115 µM), without a hit: top-dose activity, negative = inhibition, hits mostly inhibitors; 0.009% of 390,000 active; AID 504891; active = well fitted inhibition curve with a large enough effect in the polarisation, with a control signal flat, not every such curve was filed as active; inconclusive = small, poorly fitted or top-dose-only effect, or effect the other way, or a change in a side signal; inactive = no such curve, though single readings can be large or run the other way; the % refers to the polarisation; note: potency is the fitted concentration of half-maximal effect; % is set by controls: 0 for no effect and ±100 for the full control effect
# Target sequence (Q13526 whole entry, looked up): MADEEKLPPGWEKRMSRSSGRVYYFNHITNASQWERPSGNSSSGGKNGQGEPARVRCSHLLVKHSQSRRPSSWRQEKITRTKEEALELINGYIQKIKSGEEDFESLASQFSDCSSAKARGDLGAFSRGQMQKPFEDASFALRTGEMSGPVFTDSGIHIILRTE
# Tb PGK inh: T. brucei PGK inhibition; P07378; PGK/GAPDH coupled, Kinase-Glo luminescence, 60 min; Potency, µM (titrated, usually from 57.5 µM), without a hit: at the top dose activity change, negative = inhibition, actives largely listed as inhibitors; 0.043% of 380,000 active; note: potency is the fitted concentration of half-maximal effect; % is set by controls: 0 for no effect and ±100 for the full control effect; nearly all actives have a fitted effect of over 60% in size
# Target sequence (P07378 whole entry, looked up): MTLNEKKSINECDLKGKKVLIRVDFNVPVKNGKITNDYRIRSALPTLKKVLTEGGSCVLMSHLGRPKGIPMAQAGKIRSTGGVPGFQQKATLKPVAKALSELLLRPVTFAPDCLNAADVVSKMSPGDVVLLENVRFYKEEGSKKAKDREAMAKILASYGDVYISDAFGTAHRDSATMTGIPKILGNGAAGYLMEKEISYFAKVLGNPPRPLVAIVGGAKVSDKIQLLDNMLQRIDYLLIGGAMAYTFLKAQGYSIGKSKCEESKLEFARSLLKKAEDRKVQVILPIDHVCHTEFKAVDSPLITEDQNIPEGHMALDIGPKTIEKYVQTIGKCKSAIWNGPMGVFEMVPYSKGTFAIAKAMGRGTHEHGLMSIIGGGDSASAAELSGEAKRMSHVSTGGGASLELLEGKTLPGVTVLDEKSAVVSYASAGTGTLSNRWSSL
#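 Recombinant glycosomal PGK reaction used 1,3-bisphosphoglycerate generated in-well by GAPDH (100nM final) in 100mM TEA pH 7.6, 5mM MgCl2, 0.01% Tween-20. After 60 minutes at room temperature, ATP was read by Kinase-Glo Plus luminescence end-point.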
# JMJD2A Tudor: inhibitors of human JMJD2A Tudor domain; AlphaScreen JMJD2A-Tudor / H3K4me3 peptide binding; Potency, µM (highest dose often 114 µM), without a hit: at the highest dose activity change, negative = inhibition, hits mostly inhibitors; 4.4% of 390,000 active; note: potency is the fitted concentration of half-maximal effect; % is set by controls: 0 for no effect and ±100 for the full control effect; nearly all actives have a fitted effect of over 50% in size
# BAZ2B inh: BAZ2B (human) inhibition; Q9UIF8; AlphaScreen BAZ2B-H3K14Ac peptide displacement; Potency, µM (top dose mostly 114 µM), for the others: at the highest dose activity change, negative = inhibition, usual class: inhibitors; 4.4% of 360,000 active; note: potency is the fitted concentration of half-maximal effect; % is set by controls: 0 for no effect and ±100 for the full control effect; nearly all actives have a fitted effect of over 60% in size
#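 AlphaScreen displacement: compounds (up to 110uM) incubated 30 min at room temperature with a preformed 50 nM BAZ2B/50 nM biotinylated H3K14Ac peptide complex in PBS pH 7.4 with Tween-20. Donor and acceptor beads at 10 ug/mL final added, 20 min light-protected before reading.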
# G9a block: inhibitors of human histone lysine methyltransferase G9a; Q96KQ7; G9a H3K9 monomethylation, AlphaScreen, 2 h; Potency, µM (top dose mostly 102 µM), without a hit: top-dose activity, negative = inhibition, usual class: inhibitors; 8.8% of 350,000 active; AID 504332; note: potency is the fitted concentration of half-maximal effect; % is set by controls: 0 for no effect and ±100 for the full control effect; nearly all actives have a fitted effect of over 75% in size
#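 Signal arises when biotinylated H3K9 peptide, once monomethylated, bridges streptavidin donor and antibody-captured acceptor beads. Enzyme at 20 nM was preincubated 15 min with test compounds; peptide 500 nM and SAM 20 uM then reacted for 2 h.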
# Pol eta inh: inhibitors of human DNA polymerase eta | Q9Y253 | recombinant Pol eta, fluorescent DNA replication assay | Potency, µM (top dose mostly 114 µM), for inactives: at the highest dose activity change, negative = inhibition, usual class: inhibitors | 1.2% of 390,000 active | AID 588591; note: potency is the fitted concentration of half-maximal effect; % is set by controls: 0 for no effect and ±100 for the full control effect
#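 Pol eta at 10 nM preincubated with compounds 15 min at room temperature; reaction started with fluorescent substrate (50 nM final) and read kinetically at 0 and 10 min.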
# PI4K2A inh: PI4K2A (human) kinase inhibition. Q9BTU6. purified PI4K2A, ADP-Glo luminescence, 1 h; stronger effect = lower value. activity change, negative = inhibition, % at 76.9 µM. 0.13% of 420,000 active. AID 1346378; in the data active = activity change below about -50%; inconclusive = mostly about -30% to -49%;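 note: -100% = wells without enzyme as full effect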
# Target sequence (Q9BTU6 whole entry, looked up): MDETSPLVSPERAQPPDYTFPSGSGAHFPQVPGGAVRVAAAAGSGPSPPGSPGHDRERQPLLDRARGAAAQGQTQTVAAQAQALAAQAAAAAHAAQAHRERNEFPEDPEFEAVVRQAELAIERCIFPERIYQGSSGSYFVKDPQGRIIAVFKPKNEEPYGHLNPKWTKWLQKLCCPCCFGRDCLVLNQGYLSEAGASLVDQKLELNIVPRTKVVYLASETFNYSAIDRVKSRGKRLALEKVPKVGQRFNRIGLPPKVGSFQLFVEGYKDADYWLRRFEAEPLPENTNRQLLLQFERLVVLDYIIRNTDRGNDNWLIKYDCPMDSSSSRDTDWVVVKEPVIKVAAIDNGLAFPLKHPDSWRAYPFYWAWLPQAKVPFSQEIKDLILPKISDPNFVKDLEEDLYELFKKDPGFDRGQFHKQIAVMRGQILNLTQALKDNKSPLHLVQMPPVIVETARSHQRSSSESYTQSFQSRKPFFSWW
#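 PI4K2A activity was measured by ADP-Glo luminescence: enzyme (4 ug/mL stock) and phosphatidylinositol (1.2 mM stock) in Tris pH 7.5/MgCl2/EGTA/Triton X-100 buffer were reacted with ATP (300 microM stock) for one hour at ambient temperature.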
# GLS inh: glutaminase GLS (human) inhibition; O94925; GLS enzymatic activity, qHTS titration; Potency, µM (top dose mostly 45.5 µM), for inactives: at the highest dose activity change, negative = inhibition, usual class: inhibitors; 0.21% of 410,000 active; AID 624170; note: potency is the fitted concentration of half-maximal effect; % is set by controls: 0 for no effect and ±100 for the full control effect
#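 Glutamate formation by hKGA was monitored fluorometrically using coupled glutamate oxidase, HRP and Amplex Red. Substrate was added as 1 mM L-glutamine solution; incubation was 30 min at RT after an initial read.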
# HP1b chromo inh: blocks HP1-beta chromodomain binding to methylated histone tails; P83916; AlphaScreen HP1-beta / biotin-H3K9me3 peptide binding; Potency, µM (series often up to 114 µM), inactives show at the highest dose activity change, negative = inhibition, most hits filed as inhibitors; 0.56% of 390,000 active; AID 540317; note: potency is the fitted concentration of half-maximal effect; nearly all actives have a fitted effect of over 70% in size; inactives centre near 23
#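 HP1-beta protein (50 nM final) preincubated 30 min at room temperature with biotinylated H3(1-18)K9me3 peptide (50 nM) in PBS pH 7.4, 0.01% Tween-20, then compound added for 30 min. AlphaScreen streptavidin donor/nickel chelate acceptor beads (10 ug/mL final), 30 min dark, luminescence read.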
# * hit, by the source's call; i = inactive; ? = inconclusive; . = not tested or not shown; & = joins results of further samples; [ ] = another dose, or the depositor's remark. Unless noted, calls come from the whole dose curve; as a rule, active = well fitted curve in the direction sought with a large enough effect; inconclusive = small, poorly fitted or top-dose-only effect, or another doubt; inactive = no such curve, though single readings can be large; an effect the other way counts as inactive or inconclusive. The list is partial. The share of hits here may be higher or lower than overall.
nr	PI4K2A inh	G9a block	Pin1 inhibitor	Tb PGK inh	GLS inh	Pol eta inh	mol	BAZ2B inh	HP1b chromo inh	JMJD2A Tudor
1	-21	.	.	-20%	-15%	20µM*	Cc1cc(C)n2c(SCC(=O)N(CCC#N)c3ccc4c(c3)OCCO4)nnc2n1	.	.	.
2	7	.	0%	13%	2%	-9%	CN(C)NC(=S)Nc1cccc(C(F)(F)F)c1	0%	28%	7%
3	1	.	-2%	5%	-2%	-24%	CN(CC(=O)Nc1ccc(Cl)c(Cl)c1)C(=O)C1CCC1	.	23%	-1%
4	6	10%[2.33 µM]	3%	-7%	6%	-13%	Cc1ccc(S(=O)(=O)CCC(=O)OCC(=O)N2CCN(c3ccccc3)CC2)cc1	2%	13%	-14%
5	-4	-3%[12.7 µM]	10%	-2%	-4%	-29%	Cc1ccc(S(=O)(=O)c2c(C)nn(C(C)(C)C)c2OC(=O)c2cccs2)cc1	-5%	24%	-10%
6	2	8%[59 µM]	-1%	i	-17%	-12%	CCc1cccc(C)c1NC(=O)Cn1cnc2c1c(=O)n(C)c(=O)n2C	3%	10%	-18%
7	-19	10%[12.7 µM]	14%	2%	6%	-2%	O=C(CCCN1C(=O)c2cccc3cccc(c23)C1=O)N1CCc2ccccc2C1	-29%	7%	-19%
8	42	1%[59 µM]	2%	1%	14%	-11%	CCCC(=O)Nc1ccc(Sc2ccc([N+](=O)[O-])cc2)cc1	-25%	-14%	?
9	1	-6%[59 µM]	3%	-2%	44%[activator]	-1%	CCCNNC(=O)C(O)(c1cccc(C)c1)c1cccc(C)c1	10%	30%	-3%
10	9	22%	-7%	-2%	5%	9%	O=C(Nc1cccc(NC(=O)c2cccnc2)c1)c1ccccc1	-13%	28%	-6%
11	3	6%	-3%	0%	10%	-4%	CCc1c(C)nc2cc(C)[nH]n2c1=O	-4%	27%	14%
12	1	1%	-9%	1%	0%	-2%	CC(C)[C@H](NC(=O)Nc1ccc(S(N)(=O)=O)cc1)C(=O)O	-5%	37%	-14%
13	-1	-7%[59 µM]	?	-3%	88%[activator]	-18%	CCCc1cc(=O)[nH]c(Nc2ccccc2O)n1	-5%	36%	-1%
14	0	?	?	-3%	-7%	-13%	O=[N+]([O-])c1ccc2c(c1)Nc1nc3ccccc3nc1N2	0%	27%	-6%
15	-1	-6%[59 µM]	-5%	3%	1%	-22%	COc1ccc(C(CNC(=O)COc2cc(C)cc(C)c2)N2CCCCC2)cc1 (stereo not drawn)	-13%	31%	-18%
16	-4	20%[12.7 µM]	-5%	-2%	2%	-15%	Cc1ccsc1C(=O)OCC(=O)Nc1cccc(F)c1	12%	49%[activator]	-12%
17	-7	.	?	-2%	-4%	1%	COc1ccc(Oc2nc3c(c(=O)n(C)c(=O)n3C)n2C)cc1	5%	27%	4%
18	-1	80%[activator]	-12%	3%	10%	3%	CCCn1cnnc1CNC(=O)C1CCC(=O)N(CCc2cccc(F)c2)C1 (stereo not drawn)	6%	44%[activator]	-8%
19	-4&-4	-50%[12.7 µM]	1%	5%	?	-9%	CNNCc1ccc(C(=O)NC(C)C)cc1	.	33%[activator]	?
20	0	5%[59 µM]	-3%	-1%	7%	-11%	O=C(NC1CCN(Cc2ccccc2)CC1)c1ccc(Cn2c(=O)c3ccccc3n(Cc3ccc(Cl)cc3)c2=O)cc1	1%	15%	-10%
21	0	.	.	1%	21%	0%	COc1ccc(CCNC(=O)CSc2nc3c(sc(=S)n3-c3ccccc3)c(=O)[nH]2)cc1OC	.	.	.
22	-2	21%[59 µM]	4%	2%	5%	?	CCOC(=O)c1cc(CC)sc1NC(=O)COc1ccc2c(C)cc(=O)oc2c1	5%	20%	-2%
23	-1	19%	2%	7%	7%	-9%	Cn1c(SCC(=O)NCCNC(=O)CSc2nnc(C(F)(F)F)n2C)nnc1C(F)(F)F	5%	30%	0%
24	8	0%[12.7 µM]	-1%	-4%	-1%	-19%	Cc1ccc(N(C(C)C(=O)Nc2ccc(S(=O)(=O)N3CCOCC3)cc2)S(C)(=O)=O)cc1C (stereo not drawn)	-8%	11%	-13%
25	6	.	-2%	2%	7%	-12%	C=CCc1cccc(CNc2nc3ccccc3n2CC)c1O	-10%	8%	-11%
26	-1	12%	9%	-8%	-5%	-13%	COc1ccc(/C=N/N=C2/NC(=O)C(CC(=O)NC(N)=O)S2)cc1 (stereo not drawn)	-13%	41%[activator]	-10%
27	-6	7%[59 µM]	-4%	i	-13%	11%	O=C(CSc1nc2c([nH]c3ccccc32)c(=O)n1-c1ccccc1)NCc1ccc(F)cc1	3%	7%[57 µM]	-12%
28	4&3	45%[activator][12.7 µM]	5%	7%	2%	-7%[57.1 µM]	CN(C)C(N)=NCCC[C@H](N)C(=O)O	.	2%	89µM*
29	6	.	-8%	0%	34%[activator]	-16%	CC[C@@]1(c2ccccc2C)C(=O)N(C(=O)OC)N1C(=O)OC	-6%	42%[activator]	-4%
30	-5	.	-10%	i	12%	-19%	NNC(=O)CS(=O)(=O)c1ccc(Cl)cc1	-2%	46%[activator]	-10%
31	-4	30%	-3%	-10%	-7%	-2%	COC(=O)c1ccc2c(=O)n(CCN3CCOCC3)c(SCC(=O)Nc3ccccc3Cl)nc2c1	-12%	50%[activator]	-10%
32	5	.	-1%	-4%	-14%	-21%	O=C(c1cccc(C(F)(F)F)c1)N1CCN(CCc2ccccc2)CC1	19%	55%[activator]	-5%
33	-3	-22%	-3%	-2%	1%	-26%	Cc1ccc(CN2C(=O)S/C(=C\c3ccccc3OCC(=O)O)C2=O)cc1	-24%	38%	-23%
34	-3	102%[activator]	2%	-6%	-1%	-3%	CCn1c(=O)c2ccccc2n(Cc2cccc(C)c2)c1=O	7%	59%[activator]	19%
35	1	24%	4%	-5%	-2%	8%	CC(C)Sc1nc2ccccc2n1CC(N)=O	17%	28%	0%
36	6	-11%[59 µM]	4%	0%	-6%	-11%	c1ccc2c(N3CCCCC3)nc(N3CCCCC3)nc2c1	15%	72%[activator]	30%
37	-1	43%	6%	6%	-5%	-23%	CCc1ccc(-c2cc(C)no2)cc1S(=O)(=O)N1CCN(c2cccc(C)c2C)CC1	-18%	29%	9%
38	2	-7%[59 µM]	-2%	9%	0%	-14%	O=C(Cn1c(-c2cccs2)cc2cc(F)ccc21)N1CCCCC1	0%	54%[activator]	-2%
39	1	-34%[59 µM]	4%	-2%	8%	-7%	O=C(CC(c1ccccc1)c1ccccc1)OCn1nnc2ccccc2c1=O	12%	28%	-9%
40	0	5%[12.7 µM]	2%	10%	-3%	-22%	Cc1cc(NCCO)c2ccccc2n1	-9%	39%[activator]	-2%
41	2	.	6%	i	0%	1%	Cn1c(=O)c2c(nc(CCC3CCCC3)n2C)n(C)c1=O	.	34%	-2%
42	2	.	.	1%	2%	-9%	COc1cccc(CCNC(=O)c2cc(COc3ccc(C)c(C)c3)on2)c1OC	.	.	.
43	-16	21%[59 µM]	-16%	-3%	2%	-9%	COCCCN1C(=O)c2[nH]nc(-c3cc(C)ccc3O)c2C1c1ccc(F)cc1 (stereo not drawn)	-1%	61%[activator]	-21%
44	-6	45µM*	17%	-8%	-1%	-1%	NC(N)=NS(=O)(=O)c1ccc(NC(=S)NC(=O)c2ccc3c(c2)OCO3)cc1	-27%	14%	-3%
45	-4	-46%	39%[activator]	-5%	7%	?	COc1ccc2nc(SCC(=O)N3CCCCCC3)c(C#N)cc2c1	5%	49%[activator]	7%
46	-2	12%	-1%	10%	10%	-11%	O=C(CCc1nnc(Cc2ccc(-c3ccccc3)cc2)o1)N1CCCC1	4%	31%	-8%
47	11	?	-1%	4%	5%	-7%	O=C(O)c1cccc(S(=O)(=O)N2CCCC2)c1	-4%	14%	-16%
48	3	12%	?	3%	-3%	-10%	Cc1ccc(O)c(-c2cc(-c3cccc(Br)c3)n[nH]2)c1	-11%	21%	-15%
49	-9	2%	-12%	-3%	8%	-5%	c1coc(CNc2ncnc3[nH]ncc23)c1	2%	12%	-10%
50	7	16µM*	11%	0%	-7%	-13%	CCOc1ccccc1OCCOCCN1CC(C)OC(C)C1 (stereo not drawn)	?	-21%	?
51	2	.	-9%	0%	0%	-20%	Cc1ccc(S(=O)(=O)CCC(=O)OCC(=O)N(C)c2ccccc2)cc1	.	40%[activator]	4%
52	-3	-3%[59 µM]	-7%	-10%	1%	-13%	COc1ccccc1C(=O)Nc1onc2c1CCCC2	0%	15%	-9%
53	-1	14%[59 µM]	-2%	-6%	-7%	-21%	CCOc1ccccc1CNS(=O)(=O)c1ccc2c(c1)CCCN2C(C)=O	4%	34%[57 µM]	5%
54	3	.	-3%	-2%	0%	1%	CCOC(=O)C1CCN(C(=O)COc2ccc(S(=O)(=O)N3CCCC3)cc2C)CC1	-10%	-13%	-12%
55	-9	-46%	5%	i	21%	-12%	O=C(CCn1cnnn1)N1CCCC(Nc2ccc(F)c(F)c2)C1 (stereo not drawn)	-5%	36%	-1%
56	1	6%[12.7 µM]	-3%	-1%	0%	-8%	Cc1cc2c(=O)n(CC(=O)N3CCN(c4ccccc4)CC3)cnc2s1	-2%	23%	14%
57	-2&2	25%	-7%&1%	-5%&-4%	-8%&-4%	-11%&-13%	Cc1ccc(CNC(=O)CCn2ccc3cc(S(=O)(=O)N4CCCC4)ccc32)cc1	-3%&-9%	44%&2%[activator]	-6%&-20%
58	0	-39%	0%	i	1%	-10%	CCn1cc(C(=O)O)c(=O)c2cc(F)c(N3CCN(C(=S)NC(=O)c4ccccc4C)CC3)cc21	?	-7%	-33%
